Compound activity deposited in PubChem BioAssay by National Center for Advancing Translational Sciences (NCATS).
Vif-A3G inh = qHTS for Inhibitors of Vif-A3G Interactions: qHTS. Potency, µM (highest dose often 46.1 µM), inactives show top-dose activity, negative = active, most hits filed as inhibitors. AID 602310, 2012. HeLa A3G-eYFP + Vif (tagged APOBEC3G with the HIV-1 protein that degrades it), YFP fluorescence, overnight. 410,000 compounds, 0.076% hits. DNA dC->dU-editing enzyme APOBEC-3G (Homo sapiens), Q9HC16;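 also: potency is read from the fitted curve at half-maximal effect; % is scaled to controls: 0 for no effect and ±100 for the full control effect; nearly all actives have a fitted effect of over 60% in size; hits raise eYFP signal because A3G escapes Vif-driven loss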
Target sequence (Q9HC16 whole entry, looked up): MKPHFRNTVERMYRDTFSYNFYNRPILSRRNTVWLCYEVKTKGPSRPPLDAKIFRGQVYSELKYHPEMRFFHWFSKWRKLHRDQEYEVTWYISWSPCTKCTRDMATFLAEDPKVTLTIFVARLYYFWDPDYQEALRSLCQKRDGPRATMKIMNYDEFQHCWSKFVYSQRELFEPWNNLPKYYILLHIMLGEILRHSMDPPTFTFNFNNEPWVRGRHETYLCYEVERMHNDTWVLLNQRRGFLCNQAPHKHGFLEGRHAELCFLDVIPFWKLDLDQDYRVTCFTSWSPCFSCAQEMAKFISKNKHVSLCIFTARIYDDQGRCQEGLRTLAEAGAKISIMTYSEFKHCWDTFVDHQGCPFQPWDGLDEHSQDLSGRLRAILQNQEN
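HeLa cells stably expressing Vif and C-terminally eYFP-tagged A3G, seeded overnight at 37 deg C, then exposed to compound by pintool overnight at 37 deg C. Rise in yellow fluorescence (Ex 488/Em 500-530, Acumen) marks blocked Vif-driven A3G degradation.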
D1 agonist = Allosteric Agonists of the Human D1 Dopamine Receptor: qHTS; AID 504660, 2011; activation, % at 2 µM; D(1A) dopamine receptor (Homo sapiens), P21728; 360,000 compounds, 1% hits; HEK293 T-REx D1 cells, calcium flux, agonist mode; in the data active = activation above about 30%; also: 0% is about no effect
Target sequence (P21728 whole entry, looked up): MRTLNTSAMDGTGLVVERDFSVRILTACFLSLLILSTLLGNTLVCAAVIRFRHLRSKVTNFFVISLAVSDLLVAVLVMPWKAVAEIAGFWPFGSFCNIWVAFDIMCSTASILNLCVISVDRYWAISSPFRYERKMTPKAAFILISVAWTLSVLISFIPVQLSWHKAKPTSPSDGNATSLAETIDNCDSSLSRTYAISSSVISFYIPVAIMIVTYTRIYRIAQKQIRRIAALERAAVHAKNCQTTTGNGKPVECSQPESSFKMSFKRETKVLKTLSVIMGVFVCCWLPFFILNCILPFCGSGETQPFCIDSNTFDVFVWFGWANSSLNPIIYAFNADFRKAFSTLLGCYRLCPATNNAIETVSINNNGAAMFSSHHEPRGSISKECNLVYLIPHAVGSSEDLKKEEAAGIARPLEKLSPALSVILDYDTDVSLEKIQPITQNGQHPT
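Agonism was scored from calcium flux recorded over 180 s (1 read/s) after pintool compound addition, following a 10-cycle baseline. Cells were inducible force-coupled HEK293 TREx D1, plated overnight at 30 C and loaded with no-wash calcium dye.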
LDHA block = qHTS assay for inhibitors of human lactate dehydrogenase. L-lactate dehydrogenase A chain (Homo sapiens), P00338. purified LDHA, NADH/diaphorase-resazurin fluorescence; hits give low values. activity change, % (values are at about 110 or 230 µM). 480,000 compounds, 0.15% hits. AID 1347041, 2019; in the data active = activity change below about -30%; inconclusive = mostly about -25% to -30%;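 also: plate controls were DMSO wells for no effect and wells without enzyme for full effect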
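Human LDH5 at 2 nM final in Tris HCl pH 7.4 with 0.06 mM NADH and 0.2 mM pyruvate, reacted 5 minutes at room temperature. Remaining NADH coupled via diaphorase/resazurin; resorufin fluorescence read at 0 and 20 minutes, normalized to enzyme-free and DMSO wells.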
RXFP1 agonist = qHTS Assay for Agonists of the Relaxin Receptor RXFP1; 370,000 compounds, 0.3% hits; AID 2676, 2010; Potency, µM (top dose mostly 57.5 µM), for inactives: at the highest dose activation, hits mostly activators; HEK293T-RXFP1 cAMP TR-FRET, 30 min; response scale: percent of porcine relaxin response, buffer zero; Relaxin receptor 1 (Homo sapiens), Q9HBX9; also: potency is read from the fitted curve at half-maximal effect; % is scaled to controls: 0 for no effect and ±100 for the full control effect; nearly all actives have a fitted effect of over 60% in size; many of its hits are not listed in these tables
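HEK293T cells stably expressing RXFP1 were pretreated with the PDE4 inhibitor Ro 20174, exposed to compounds for 30 min at 37C, lysed, and cAMP was read by TR-FRET. Data normalized to buffer (basal) and 29 nM porcine relaxin (100%).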
GRP78 ERSR act = qHTS for Inducers of the Endoplasmic Reticulum Stress Response (ERSR) in Human Glioma: qHTS; U87-MG GRP78 promoter luciferase reporter, 16 h; Potency, µM, inactives show at the top dose activation, actives largely listed as activators; 420,000 compounds, 0.02% hits; AID 602332, 2012; also: potency is read from the fitted curve at half-maximal effect; series mostly up to about 76 µM; % of control where 0% means no effect; nearly all actives have a fitted effect of over 35% in size
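Stably transfected U87-MG glioma cells carrying a GRP78-based luciferase sensor; 16 h compound incubation. Luminescence end-point read 10 min after Bright-Glo addition at room temperature.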
D1 antag = Antagonist of Human D 1 Dopamine Receptor: qHTS; HEK293 TREx D1 cells, calcium flux, dopamine EC80; hits give low values; 360,000 compounds, 3.2% hits; AID 504652, 2011; D(1A) dopamine receptor (Homo sapiens), P21728; activity change, negative = inhibition, % at 10 µM; in the data active = activity change below about -30%; also: % is scaled to controls: 0 for no effect and ±100 for the full control effect
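Tetracycline-induced HEK293 T-REx cells with force-coupled D1 receptor were loaded with a no-wash calcium dye. Compound was added after a 10 s baseline and read kinetically for 180 s; EC80 dopamine was then added and calcium flux followed another 180 s.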
D1 PAM = Potentiators of Human D1 Dopamine Receptor: qHTS; AID 504651, 2011; HEK293 TREx D1 cells, calcium flux, dopamine EC20 potentiation; D(1A) dopamine receptor (Homo sapiens), P21728; potentiation, % at 10 µM; 360,000 compounds, 0.036% hits; in the data active = potentiation above about 30%; also: 0% is about no effect
D2 potentiator = HTS Assay for Positive Allosteric Modulators of the Human D2 Dopamine Receptor: Primary Screen for Potentiators; potentiation, % at 10 µM; 340,000 compounds, 0.34% hits; HEK293 T-REx D2, calcium flux, EC20 dopamine potentiation; AID 485347, 2010; D(2) dopamine receptor (Homo sapiens), P14416;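 active = potentiation over 3 SD above the plate norm, cut at about 30% in these data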; also: 0% is about no effect
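Potentiation of an EC20 dopamine calcium response measured kinetically over 180 s, after a preceding 180 s compound-only read flagging agonists. Cells: inducible Hek293 Trex D2 line, 4000/well, cultured overnight at 30 C before dye loading.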
Vif-APOBEC3F blk = qHTS for Inhibitors of Vif-A3F Interactions: qHTS; 390,000 compounds, 0.2% hits; Potency, µM (top dose mostly 46.1 µM), for inactives: at the highest dose activity, negative = active; HeLa A3F-eYFP + Vif (tagged APOBEC3F with the HIV-1 protein that degrades it), YFP fluorescence increase; also: potency is read from the fitted curve at half-maximal effect; % of control where 0% means no effect; nearly all actives have a fitted effect of over 65% in size
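Fluorescence increase (Ex 488/Em 500-530) after overnight compound treatment at 37 deg C flags inhibition of Vif-driven A3F-eYFP loss in stable HeLa A3F-eYFP/Vif cells seeded overnight beforehand.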
An asterisk follows results filed as active; ? = inconclusive; nt = not tested or not shown; & = joins results of further samples. Unless noted, calls follow the shape of the dose curve; as a rule, active = well fitted curve in the direction sought with a large enough effect; inconclusive = small, poorly fitted or top-dose-only effect, or another doubt; inactive = no such curve, though single readings can be large; an effect the other way counts as inactive or inconclusive.

SMILES	Vif-A3G inh	D1 agonist	LDHA block	RXFP1 agonist	GRP78 ERSR act	D1 antag	D1 PAM	D2 potentiator	Vif-APOBEC3F blk
O=C(Nc1nonc1-c1ccc(Cl)cc1)c1ccco1	-12%	2	0	-3.0%	-6%	2	-6	15	-14%
O=C(NCCCNCCCNC(=O)c1ccc(/C=N/O)nc1)c1ccc(/C=N/O)nc1	2%	1	4	0.0%	0%	-4	2	6	1%
CCOc1ccc(N(Cc2cc3ccc(C)cc3[nH]c2=O)C(=O)COC)cc1	0%	1	3	3.6%	-1%	4	-6	nt	3%
CCc1ccc(NC(=O)CC(c2cc(OC)c(OC)c(OC)c2)N2Cc3ccccc3C2=O)cc1 (stereo not drawn)	-3%	2	-13	-1.1%	-4%	4	-2	3	6%
COc1ccc(N2CCN(C(=O)c3ccc(OCc4c(C)noc4C)c(OC)c3)CC2)cc1	0%	0	4	0.0%	-1%	-7	1	-2	-4%
O=C(CC1Oc2ccccc2NC1=O)NCCCN1CCN(C2CCCCC2)CC1 (stereo not drawn)	2%	nt	-4	nt	0%	nt	nt	nt	-1%
O=C(CSc1nc(-c2cccs2)nc2ccccc12)NC1CCS(=O)(=O)C1 (stereo not drawn)	1%	1	-1	5.7%	-5%	18	nt	1	-1%
CCNc1nc(NC(C)C)nc(N2CC(=O)N(CC(=O)OCC)C2=N)n1	1%	0	0	3.5%	-2%	-8	-3	16	5%
CCOc1ccc(-c2c(C)nn3c(C)c(C(=O)NCCc4ccc(Cl)cc4)cnc23)cc1OCC	nt	2	-10	-2.3%	nt	-13	-6	-5	nt
Cc1cc(=O)n(-c2ccccc2)n1C	-15%	nt	-2	nt	-4%&-4%&-2%&-2%	nt	nt	nt	8%
O=C(COc1ccc2ccccc2c1)Nc1nccs1	1%	8	-7	0.1%	-12%	-25	-6	-8	9%
COc1cc2c(cc1OC)-c1cc3ccc4c(c3c[n+]1CC2)OCO4	-25%	0	16	8.6%	-4%	-9	-1	5	?
CN1CCc2c(sc3c2C(=O)NC(c2cccc(OC(=O)c4cccs4)c2)N3)C1 (stereo not drawn)	-21%	8	0	0.1%	1%	-7	4	5	?
CNc1c([N+](=O)[O-])cnn1-c1ccccn1	-1%	2	-5	1.1%	-4%	-8	7	0	-2%
COc1ccc(-c2cc(C(=O)NCCCn3ccnc3)c3ccccc3n2)c(OC)c1	-3%	2	-4	7.4%	-2%	19	-9	-16	-7%
COc1ccc(CN(C)C(=O)C2CSC3(C)CCC(=O)N23)cc1 (stereo not drawn)	-6%	2	-6	1.2%	5%	-6	-2	-2	2%
C=CCSc1nc2sc3c(c2c(=O)[nH]1)CC(C)(C)OC3	-8%	nt	-1	nt	-1%	nt	nt	nt	6%
CCN(CC)c1ccc(/C=C(/C#N)c2nc3ccccc3[nH]2)c(OC(C)C)c1	?	nt	5	2.0%	-2%	nt	nt	nt	?
COc1ccc(C(=O)Nc2ccc3nc(N4CCOCC4)sc3c2)cc1OC	-15%	1	-1	1.7%	0%	21	-3	3	-2%
COc1cc(CNCc2cccnc2)ccc1OCC(=O)NC1CCCCC1	-4%	5	-12	1.5%	0%	-6	1	-3	-4%
CC(=O)N/C(=C/c1ccc2c(c1)OCO2)C(=O)O	-2%	4	2	-1.1%	-2%	-15	-2	nt	-5%
COCCOC(=O)C1=C(C)N=C2SCCC(=O)N2C1c1ccc(OCc2ccccc2)c(OC)c1 (stereo not drawn)	-3%	4	-8	25%	2%	5	-1	-6	-3%
C=CCSc1nc2c(cnn2-c2ccccc2)c(=O)n1N	0%	2	-5	0.0%	-4%	-6	-3	2	1%
FC(F)(F)c1nc(-c2ccncc2)ncc1-c1nnnn1-c1ccccc1	0%	8	-12	-0.2%	-3%	5	-2	26	-8%
CCC1CCCCN1C(=S)Nc1ccc(SC(F)F)cc1 (stereo not drawn)	0%	-1	-5	8.8%	-1%	7	4	9	6%
O=C(NC(Cc1ccccc1)c1nc2ccccc2[nH]1)c1ccc(Cl)c([N+](=O)[O-])c1 (stereo not drawn)	4%	7	14	-2.3%	5%	-17	-3	-18	1%
Cc1cc(C)cc(NC(=O)C2CCN(C(=O)[C@@H]3Cc4ccccc4CN3)CC2)c1	0%	15	-14	0.1%	-2%	1	-2	-8	3%
Cc1cc(SCC(=O)NC2(C#N)CCCCC2)nc2c(C)cccc12	1%	1	-4	?	-4%	-4	2	-11	-6%
NS(=O)(=O)c1cccc(NC(=S)NCc2ccc3c(c2)OCO3)c1	-1%	0	-10	-0.6%	-1%	10	-7	-11	-18%
Cc1noc(C)c1C(=O)Nc1nc(-c2ccccc2Cl)cs1	0%	2	-1	0.4%	3%	-25	-5	-7	1%
COc1ccc(NC(=O)c2ccc(=O)[nH]c2)cc1S(=O)(=O)N1CCCCC1	nt	1	nt	-0.6%	nt	-11	2	1	nt
CCOC(=O)Cn1nc(C)c(NC(=O)COc2ccc(Cl)cc2C)c1C	nt	2	-6	1.8%	nt	-10	-1	-7	nt
O=C(COC(=O)/C=C/c1ccco1)Nc1ccccc1	-8%	3	0	-0.2%	-2%	15	-1	4	-12%
COc1ccc(Cc2nc3ccccc3[nH]2)cc1OC	0%	9	-17	-0.8%	3%	-13	-4	-4	-10%
COc1cc(NS(=O)(=O)c2cc(C(=O)NCCc3ccccn3)ccc2OC)cc(OC)c1	1%	nt	1	nt	-3%	nt	nt	nt	-11%
CN(Cc1ccccc1)C(=O)COC(=O)C12CC3CC(CC(Br)(C3)C1)C2	2%	nt	5	nt	-1%	nt	nt	nt	0%
CCCN1C2CCCC1CC(NC(=O)c1cc(OC)c(OC)c(OC)c1)C2 (stereo not drawn)	-9%	1	-8	1.1%	5%	-4	-6	-11	-1%
COc1ccc(CCNC(=O)C2CC3Cn4c(nc5ccccc54)C3N2c2ccccc2)cc1 (stereo not drawn)	-3%	nt	0	nt	-5%	nt	nt	nt	2%
CC(C)n1c(C(=O)OCC(=O)NCc2ccc3c(c2)OCO3)cc2sccc21	?	14	-2	3.6%	-3%	-17	-6	13	0%
Cc1ccc(S(=O)(=O)N/N=C/c2ccc(OS(=O)(=O)c3ccc(C)c([N+](=O)[O-])c3)cc2)cc1	-8%	0	-5	3.0%	2%	-5	-4	-4	-1%
Cc1ccc(CNC(=O)c2cnc3c(-c4ccccc4)c(C)nn3c2C)o1	-2%	0	-5	0.7%	0%	-23	-3	-8	-6%
CNC(=O)c1ccccc1Sc1ccccc1CO	-1%	3	0	-1.3%	1%	-3	3	10	8%
NS(=O)(=O)c1ccc(CCNC(=O)c2ccc3c(=O)n4c(nc3c2)CCCCC4)cc1	2%	nt	1	nt	1%	nt	nt	nt	8%
CN(CCC#N)C(=O)COC(=O)c1c2c(nc3ccccc13)/C(=C\c1ccco1)CC2	-7%	nt	11	nt	3%	nt	nt	nt	?
O=c1[nH]c2ccc(S(=O)(=O)Nc3ccc(Br)cc3)cc2[nH]1	-1%	2	-2	1.4%	-9%	1	-7	-27	1%
Cc1ccccc1N(CC(=O)N/N=C/c1ccc(N(C)C)cc1)C(=O)c1ccccc1	-8%	4	0	-1.7%	5%	-5	-4	2	-17%
CCCCCNC(=O)c1cccnc1SCC(=O)Nc1ccccc1OC	0%	1	-8	-0.1%	-4%	3	1	-2	-3%
COc1cccc(-c2cc(C(=O)NCc3ccco3)no2)c1	2%	1	0	-1.2%	5%	-9	-5	12	-22%
Cc1cc(OCCCCCN2CCCC2)ccc1Cl	1%	14	-18	1.1%	0%	nt	-5	-17	-2%
CN(Cc1cccs1)C(=O)COC(=O)CNC(N)=O	-3%	1	0	0.6%	2%	-6	0	-1	2%
CCCCOc1ccc(C(C)NC(=O)C2CCCN(S(=O)(=O)CC)C2)cc1 (stereo not drawn)	1%	7	-1	0.6%	-1%	11	0	1	1%
CCN1CCN(c2ncnc3scc(-c4ccc(C)c(C)c4)c23)CC1	0%	0	-6	2.6%	-3%	11	nt	-1	11%
CC/C(=N/N=C(/CC)c1ccc(O)cc1)c1ccc(O)cc1	0%	nt	1	nt	3%	nt	nt	nt	6%
COc1cc2c(cc1OC)C(COc1ccc(F)cc1)N(C(=O)C(C)C)CC2 (stereo not drawn)	-4%	1	3	0.2%	-3%	-12	-2	-23	4%
COc1ccc(-c2ccc(NS(=O)(=O)c3ccccc3)cc2)nn1	0%	2	-9	-0.2%	1%	-8	-2	-7	1%
O=C(Nc1cccnc1)c1cc2nc(C3CC3)cc(C(F)(F)F)n2n1	1%	-1	-4	1.7%	1%	-31*	-1	15	-10%
O=C(c1ccc(Cl)cc1)N1CCN=C1c1ccccc1	0%	0	-6	-0.6%	-1%	-3	-1	-3	-9%
CCOC(=O)C1CCN(CC(=O)Nc2ccc(OC)c(S(=O)(=O)N3CCCCC3)c2)CC1	1%	nt	-2	nt	-3%	nt	nt	nt	3%
CC(=O)Nc1cccc(C(=O)OCC(=O)N(c2ccccc2)C2CCS(=O)(=O)C2)c1 (stereo not drawn)	1%	0	-9	0.5%	-1%	13	-4	6	-5%

Not all compounds are listed; the hit share may differ from the screen's.
